Screening results as filed in PubChem BioAssay.
GAA inhib – blocks human lysosomal alpha-glucosidase; purified human GAA, 4-MU-alpha-glucoside fluorescence; Potency, µM (top dose mostly 76.9 µM), without a hit: at the top dose activity change, negative = inhibition, hits mostly inhibitors; P10253; 200,000 compounds, 0.005% hits;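 also: plate controls were uninhibited enzyme wells for no effect and no-enzyme background for full effect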
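Activity normalized between no-enzyme (basal) and enzyme-only wells. Conditions: 4 nM human enzyme, 400 uM fluorogenic substrate, citrate/phosphate pH 5.0 with Tween-20, 20 min room temperature, compounds up to 77 uM.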
JMJD2E inh – blocks human JMJD2E demethylase activity; B2RXH2; JMJD2E catalytic domain, FDH-coupled NADH fluorescence (FDH is formaldehyde dehydrogenase); Potency, µM (top dose mostly 57.1 µM), for the others: top-dose activity change, negative = inhibition, actives largely listed as inhibitors; 230,000 compounds, 1.6% hits; AID 2147; active = well fitted inhibition curve with a large enough effect, not every such curve was filed as active; inconclusive = small, poorly fitted or top-dose-only effect, or another doubt; inactive = no such curve, though single readings can be large or run the other way;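 also: 0% = wells with enzyme and -100% = buffer wells without enzyme; nearly all actives have a fitted effect of over 50% in size; many of its hits are not listed in these tables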
Target sequence (B2RXH2 1-337 limits assumed): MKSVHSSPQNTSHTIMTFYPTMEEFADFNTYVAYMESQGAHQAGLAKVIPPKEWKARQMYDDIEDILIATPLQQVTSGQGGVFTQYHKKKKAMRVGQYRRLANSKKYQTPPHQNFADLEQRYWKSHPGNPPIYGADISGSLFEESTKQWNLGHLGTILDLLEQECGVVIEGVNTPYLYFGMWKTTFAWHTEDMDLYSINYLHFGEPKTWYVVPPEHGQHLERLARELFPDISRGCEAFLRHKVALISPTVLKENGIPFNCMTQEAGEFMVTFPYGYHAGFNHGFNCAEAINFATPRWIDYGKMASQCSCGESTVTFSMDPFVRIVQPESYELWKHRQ
GAA glycogen mod – GAA glycogen-cleavage inhibition or activation; P10253; recombinant GAA, glycogen substrate, Amplex Red glucose oxidase fluorescence; Potency, µM (series often up to 76.4 µM), for the others: at the highest dose activity change, negative = inhibition, hits mostly inhibitors; 300,000 compounds, 0.38% hits; AID 2100;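 also: 0% = full enzyme reaction and -100% = no-enzyme basal signal; the screen sought inhibitors and activators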
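qHTS, 1536-well; enzyme 4 nM final; cpd up to 77 uM; substrate bovine liver glycogen 30 ug; 50 mM citrate/phosphate pH 5.0, 0.01% Tween-20; 37 C, 40 min; Amplex Red detection 45 min RT; Hill fit → AC50.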
GLA spleen mod – inhibitors or activators of human alpha-galactosidase in spleen homogenate; P06280; human spleen homogenate, 4MU-alpha-Gal fluorescence, 40 min; Potency, µM (series often up to 80 µM), for inactives: top-dose activity change, negative = inhibition, usual class: inhibitors; 240,000 compounds, 0.008% hits; AID 2107;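 also: 0% = enzyme with vehicle and -100% = no enzyme basal signal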
Target sequence (P06280 32-429 limits assumed): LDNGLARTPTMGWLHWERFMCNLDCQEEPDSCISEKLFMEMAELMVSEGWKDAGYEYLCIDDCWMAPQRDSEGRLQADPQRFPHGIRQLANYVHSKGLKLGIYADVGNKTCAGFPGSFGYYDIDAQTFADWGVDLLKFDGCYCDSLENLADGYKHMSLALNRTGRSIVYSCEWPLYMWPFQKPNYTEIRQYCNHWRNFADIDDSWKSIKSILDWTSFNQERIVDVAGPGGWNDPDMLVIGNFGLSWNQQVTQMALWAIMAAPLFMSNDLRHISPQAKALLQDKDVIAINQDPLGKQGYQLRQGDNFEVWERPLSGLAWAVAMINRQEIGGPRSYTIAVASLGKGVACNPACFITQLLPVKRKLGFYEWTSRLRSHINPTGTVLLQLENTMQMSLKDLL
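Human spleen homogenate (1 ug) was the enzyme source, with 4-methylumbelliferyl-alpha-D-galactopyranoside (1 mM final) in pH 5.0 citrate buffer with 0.01% Tween-20. Compounds were titrated; after 40 min at 37C, NaOH/glycine stop, 4-MU fluorescence read; AC50 from Hill fits.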
SMN2 splice enh – SMN2 splice variant enhancement | AID 1458 | 210,000 compounds, 2.8% hits | Potency, µM (titrated, usually from 46.1 µM), for inactives: at the highest dose activity change, positive = activation, most hits filed as activators | HEK293 SMN2-luciferase splicing reporter, luminescence, 30-36 h; also: % of control where 0% means no effect; nearly all actives have a fitted effect of over 55% in size
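HEK293 cells carry an SMN2 […]–luciferase reporter in which exon 7 inclusion puts luciferase in frame. Cells were plated 10-12 h before compound addition, then incubated 30-36 h at 37C. ONE-Glo luminescence was read; sodium butyrate at 4.5 mM final served as control.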
aGlu spleen mod – inhibits or activates alpha-glucosidase in human spleen homogenate; P10253; human spleen homogenate, 4-MU-alpha-glucoside fluorescence; Potency, µM (series often up to 79.9 µM), without a hit: at the highest dose activity change, negative = inhibition, actives largely listed as inhibitors; 240,000 compounds, 0.006% hits; AID 2112;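 also: 0% = enzyme with vehicle and -100% = no enzyme basal signal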
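Human spleen homogenate (1 ug) incubated with compounds and 1 mM 4-methylumbelliferyl-alpha-D-glucopyranoside in pH 5.0 citrate/phosphate buffer, 37 C, 40 min. Stopped at pH 10; 4-MU fluorescence (Ex 365/Em 440 nm); AC50 by Hill fit.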
ALDH1A1 inh – inhibitors of human aldehyde dehydrogenase 1A1. AID 1030. Potency, µM (top dose mostly 75.3 µM), for inactives: at the top dose activity, negative = inhibition, actives largely listed as inhibitors. P00352. 220,000 compounds, 7.3% hits. Purified ALDH1A1, NADH fluorescence, propionaldehyde substrate; active = well fitted inhibition curve with a large enough effect, not every such curve was filed as active; inconclusive = small, poorly fitted or top-dose-only effect, or another doubt; inactive = no such curve, though single readings can be large or run the other way;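 also: plate controls were no enzyme wells and a reference inhibitor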
RGS12 GoLoco inh – blocks human Gai1 binding to RGS12 GoLoco peptide, red readout; P63096; Gai1:RGS12 GoLoco peptide FP, rhodamine, 10 min; Potency, µM (series often up to 61.6 µM), inactives show at the top dose activity, negative = inhibition, usual class: inhibitors; 230,000 compounds, 0.44% hits; AID 880; active = well fitted inhibition curve with a large enough effect, not every such curve was filed as active; inactive = no such curve, though single readings can be large or run the other way; also: % is scaled to controls: 0 for no effect and ±100 for the full control effect; nearly all actives have a fitted effect of over 30% in size; many of its hits are not listed in these tables
Target sequence (P63096 whole entry, looked up): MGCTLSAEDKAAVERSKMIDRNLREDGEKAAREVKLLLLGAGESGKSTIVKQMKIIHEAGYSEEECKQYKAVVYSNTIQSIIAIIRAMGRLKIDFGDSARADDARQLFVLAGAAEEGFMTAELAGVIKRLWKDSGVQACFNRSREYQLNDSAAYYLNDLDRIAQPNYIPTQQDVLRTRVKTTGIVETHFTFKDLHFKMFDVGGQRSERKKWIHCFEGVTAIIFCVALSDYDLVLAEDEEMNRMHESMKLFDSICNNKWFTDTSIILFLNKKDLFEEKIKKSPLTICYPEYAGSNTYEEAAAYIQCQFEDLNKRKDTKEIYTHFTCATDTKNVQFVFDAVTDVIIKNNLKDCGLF
* hit, by the source's call; u = inconclusive; x = no result given; [ ] = remark or other dose. Unless noted, calls follow the shape of the dose curve; as a rule, active = well fitted curve in the direction sought with a large enough effect; inconclusive = small, poorly fitted or top-dose-only effect, or another doubt; inactive = no such curve, though single readings can be large; an effect the other way counts as inactive or inconclusive. Potency is read from the fitted curve at half-maximal effect. A portion of the library; the hit share may differ from the screen's.

SMILES	GAA inhib	JMJD2E inh	GAA glycogen mod	GLA spleen mod	SMN2 splice enh	aGlu spleen mod	ALDH1A1 inh	RGS12 GoLoco inh
COc1ccc(C(=O)NCc2oc(-c3ccccc3)cc2C(=O)O)cc1	-2%	0%	1%	3%	25%	-6%	u	15%
COc1ccc(CCNC(=O)C2CCCN(S(=O)(=O)c3cnc[nH]3)C2)cc1OC (configuration not stated)	10%	5%	4%	7%	4%	1%	15%	9%
CC1CCc2cc(F)ccc2N1C(=O)CCC(=O)O (configuration not stated)	3%	0%	-1%	13%	7%	-15%	2%	-1%
CCOC(=O)c1sc(NC(=S)NC(=O)C2CC2)cc1C	10%	-4%	12%	3%	x	3%	0%	x
N#Cc1ccc(-c2ccc(F)cc2)nc1Oc1ccccc1	-18%	34%[activator]	3%	6%	-19%	-1%	-3%	-2%
O=C(NCc1ccccn1)c1cccc(NS(=O)(=O)c2ccccc2F)c1	1%	-4%	1%	-5%	-12%	-1%	1.3µM*	5%
COc1ccc(OCCCC(=O)NCC(C)C)cc1	2%	-9%	-11%	5%	-5%	-3%	5%	11%
COc1ccc(OC)c(-n2c(-c3ccc(S(C)(=O)=O)cc3)cc(C=O)c2C)c1	3%	-9%	-2%	3%	8%	2%	u	56%[activator]
COCCNC(=S)NCc1cccs1	3%	14%	12%	-2%	13%	4%	-6%	6%
CCSc1nc(O)cc(=O)n1-c1ccc(OC)cc1	-8%	-2%	-13%	6%	12%	2%	5%	-2%
CCC(Sc1nc2c(c(=O)[nH]1)CCC2)C(=O)Nc1cccc(OC)c1 (configuration not stated)	2%	0%	0%	4%	-6%	0%	6%	2%
Cc1ccc(C(=O)NCCc2nnc3ccc(SCC(=O)Nc4c(C)cc(C)cc4C)nn23)cc1	-3%	-12%	-2%	1%	-10%	1%	30%	-4%
CCN(CC)S(=O)(=O)c1cccc(-c2n[nH]c(=S)n2C(C)COC)c1 (configuration not stated)	1%	-15%	3%	-7%	x	-7%	-4%	5%
Cc1ccc(C=C2C(=O)c3ccccc3C2=O)o1	-10%	-1%	7%	-15%	-8%[1.84 µM]	-6%	-16%	103%[activator]
Cc1c(-n2cc(C(=O)O)c(=O)c3cc(F)c(N4CCCC(O)C4)c(F)c32)c(=O)n(-c2ccccc2)n1C (configuration not stated)	3%	u	6%	0%	-1%	-4%	u	-1%
COc1ccc(CCn2c(NCc3ccco3)nc3c2c(=O)[nH]c(=O)n3C)cc1	-1%	6%	-7%	-2%	-9%	-3%	0%	4%
O=C(O)CCC(=O)N1N=C(c2ccc(Br)cc2)CC1c1cccs1 (configuration not stated)	7%	-3%	8%	-8%	-4%	-4%	0%	10%
COc1ccccc1NC(=S)NNC(=O)c1ccc(O)cc1	7%	2%	u	6%	u	3%	-5%	-2%
Cc1ccc(C)c(N(CC(=O)NN=C2CCCCCCC2)S(C)(=O)=O)c1	-5%	6%	-1%	3%	7%	-7%	5%	-4%
CCN=C1SC(CC(=O)Nc2ccc(C(F)(F)F)cc2)C(=O)N1CC (configuration not stated)	-4%	0%	-4%	-3%	-6%	-8%	8%	0%

The closing 2 records of the part before open the next one:
SMILES	GAA inhib	JMJD2E inh	GAA glycogen mod	GLA spleen mod	SMN2 splice enh	aGlu spleen mod	ALDH1A1 inh	RGS12 GoLoco inh
Cc1ccc(C)c(N(CC(=O)NN=C2CCCCCCC2)S(C)(=O)=O)c1	-5%	6%	-1%	3%	7%	-7%	5%	-4%
CCN=C1SC(CC(=O)Nc2ccc(C(F)(F)F)cc2)C(=O)N1CC (configuration not stated)	-4%	0%	-4%	-3%	-6%	-8%	8%	0%
O=C(CCn1c(=O)[nH]c2ccccc2c1=O)N1CCN(c2ccc(Cl)cc2)CC1	0%	-4%	8%	4%	-29%	2%	2%	5%
CC(C)(C)CC(=O)Nc1cccc2c1CCCC2	2%	0%	7%	-3%	-13%	-23%	1%	7%
CCN(CC)c1ccc(/C=N/Nc2ccc(C)cc2)c(O)c1	-3%	u	u	1%	6%	1%	10µM*	-3%
CCCOc1ccc(CN(CCO)CCO)cc1C(=O)OC	0%	3%	-17%	6%	x	4%	4%	x
COC(=O)NCc1ccc(CNC(=O)OC)cc1	-1%	-4%	0%	10%	10%	-5%	-8%	-3%
CC(C)c1cc(C(=O)N/N=C/c2c[nH]c3ccccc23)n[nH]1	x	-2%	-3%	7%	x	-3%	x	2%
CCNC(=S)N/N=C(\C)c1cccc(OC)c1	2%	-2%	u	1%	21%	4%	u	-2%
CCn1c(CSc2ncccn2)nnc1SCC(=O)N1c2ccccc2CC1C (configuration not stated)	-3%	7%	14%	-5%	-15%	0%	25µM*	6%
N#Cc1cccc(-c2cc(NCc3cccnc3)ncn2)c1	x	x	x	-1%	x	-4%	u	13%
COc1ccc(-c2cc(C(=O)Nc3c(Cl)cc(Cl)cc3Cl)c3ccccc3n2)cc1OC	u	u	4%	-1%	-12%	-7%	u	26%
COCCCN1C(=O)C(=O)/C(=C(/O)c2ccc(C)cc2)C1c1ccccc1 (configuration not stated)	-7%	5%	-2%	4%	11%	2%	3%	1%
CCCN1CN(Cc2ccccc2)CNC1=S	-1%	-7%	0%	-4%	-4%	-8%	2%	10%
COC(=O)C1CCN(C(=O)Cc2ccc(Br)cc2)CC1	-4%	10%	-1%	9%	u	2%	u	-20%
COc1cccc(N/C(SCc2cccc([N+](=O)[O-])c2)=C(/C#N)C(=O)NCc2cccs2)c1	-4%	-1%	-1%	1%	-13%	3%	1%	-4%
O=C(CCC(=O)c1ccc(F)cc1)OC1CCOC1=O (configuration not stated)	1%	4%	-5%	6%	4%	3%	3%	-13%
Cc1cccc(NC(=O)NCCc2ccc(Cl)cc2)c1	7%	-5%	14%	0%	-10%	0%	35µM*	6%
Cc1cc(C)n(C(=O)c2ccc(NC(=O)C3COc4ccccc4O3)cc2)n1 (configuration not stated)	0%	3%	3%	-5%	-7%	-9%	u	-1%
O=[N+]([O-])c1cccc(/C=N/Nc2nccnc2Cl)c1	-2%	1%	-5%	3%	u	-7%	3%	5%
O=C(Oc1ccccc1)c1cc2ccccc2o1	-15%	-5%	3%	5%	1%	-1%	-4%	-9%
CC(C)C(=O)NC(Nc1ccccc1F)C(Cl)(Cl)Cl (configuration not stated)	u	-7%	4%	-7%	-8%	-8%	-4%	12%
O=C(Nc1ccc(Cl)cc1)C1CCCN(S(=O)(=O)c2cnc[nH]2)C1 (configuration not stated)	-11%	-14%	-17%	13%	-9%	-6%	11%	0%
NC[C@@H]1O[C@H](O[C@@H]2[C@H](O[C@@H]3O[C@H](CO)[C@@H](O)[C@@H]3O)[C@@H](O)[C@@H](N)C[C@H]2N)[C@@H](N)[C@H](O)[C@@H]1O	x	3%[25.5 µM]	x	-2%[29.1 µM]	-12%[20.6 µM]	5%[29.1 µM]	-2%[20.9 µM]	6%[21.6 µM]
S=C(Nc1ccccc1)N1CCOCCOCCN(C(=S)Nc2ccccc2)CCOCCOCC1	-2%[15.4 µM]	-4%	6%	-3%	x	-1%	-2%	13%
COc1ccc(NC(=O)CN2C(=O)C(C)Oc3ccccc32)c(OC)c1 (configuration not stated)	-2%	5%	-12%	3%	-11%	-1%	1%	5%
CCOC(=O)N1CCN(CCC(=O)Nc2ccc(C)c(Br)c2)CC1	-14%	-7%	6%	-2%	-37%[inhibitor]	-3%	u	4%
CCn1c(C(=O)N2CCCC(C(=O)O)C2)cc2sccc21 (configuration not stated)	5%	-1%	2%	-1%	15%	-5%	3%	-8%
Cc1ccc(O)c(/C=N/NC(=O)C2=NNC(c3ccccc3)(c3ccccc3)C2)c1	-2%	u	-19%	5%	-66%[inhibitor]	2%	u	-4%
CSC1=C(C#N)C2(CCCC2)C(C#N)=C(N)N1	1%	-6%	-15%	10%	-17%	5%	u	2%
Cc1cccc(NC(=O)CS(=O)(=O)c2c[nH]c3ccccc23)c1C	-13%	3%	-4%	-5%	-5%	-2%	-8%	-6%
Clc1ccc(-c2nnc(-c3ccco3)o2)cc1	0%	u	3%	8%	u	-3%	u	0%
O=C(NCc1ccc(-c2nc3ccccc3s2)cc1)c1ccco1	7%	6%	2%	5%	14%	2%	5%	12%
CCOc1ccc2[nH]c(=O)c(CN(CC3COCCO3)C(=O)c3ccc(C)cc3)cc2c1 (configuration not stated)	u	u	4%	7%	x	4%	u	4%
O=C(Nc1ccc(Sc2ccc(Br)cc2)cc1)c1ccco1	u	-5%	5%	-7%	x	-10%	2%	4%
O=C(CCCSc1nnc(-c2cccs2)n1CC1CCCO1)c1ccccc1 (configuration not stated)	-27%	-14%	2%	2%	-23%	-1%	u	6%
CC(=O)c1cc(-c2ccccc2)n(CC(=O)Nc2cccc(C)c2)c1C	u	-7%	11%	1%	-27%	-2%	-7%	4%
COc1ccccc1NC(=O)C1=C(C)NC(=O)NC1c1cccs1 (configuration not stated)	-2%	-2%	11%	-9%	-25%	-19%	-10%	14%
COCCCn1cc(C(=O)c2ccccc2OCC(=O)Nc2cccc(F)c2)cc(C#N)c1=O	0%	u	-7%	-4%	1%	-7%	-10%	13%
CN(c1ccc(OCC(=O)OCC(=O)Nc2ccccc2)cc1)S(=O)(=O)c1cccs1	-4%	-1%	-3%	-1%	8%	-1%	-8%	-44%
CCOC(=O)C1CN(S(=O)(=O)c2ccc(F)cc2)C1	-5%	8%	0%	-2%	-8%	-8%	6%	10%
COCCNc1nc(-c2ccccc2Cl)nc2ccccc12	x	x	x	-7%	x	-5%	4%	2%
CCC(=O)NC(c1ccco1)c1cc(Cl)c2cccnc2c1O (configuration not stated)	7%	-24%	1%	7%	-95%[inhibitor]	4%	0%	28%
CCCCc1nc2sc3c(c2c(=O)[nH]1)CCC3	10%	1%	-3%	9%	x	7%	u	x
CCn1cnc2cc(NCc3ccc(C)cc3)ccc21	-3%	u	-22%	4%	13µM*	0%	u	-5%
C=CCc1ccc(OCC(O)CN2CCCCC2)c(OC)c1 (configuration not stated)	1%	-3%	6%	1%	11%	-4%	-7%	46%[activator]
